PHOSPHO1 block – blocks human PHOSPHO1 phosphatase activity | Q8TCT1 | recombinant PHOSPHO1, absorbance phosphatase assay | inhibition, % at 13.3 µM | 290,000 compounds, 1.1% hits; in the data active = inhibition above about 60%
Target sequence (Q8TCT1 whole entry, looked up): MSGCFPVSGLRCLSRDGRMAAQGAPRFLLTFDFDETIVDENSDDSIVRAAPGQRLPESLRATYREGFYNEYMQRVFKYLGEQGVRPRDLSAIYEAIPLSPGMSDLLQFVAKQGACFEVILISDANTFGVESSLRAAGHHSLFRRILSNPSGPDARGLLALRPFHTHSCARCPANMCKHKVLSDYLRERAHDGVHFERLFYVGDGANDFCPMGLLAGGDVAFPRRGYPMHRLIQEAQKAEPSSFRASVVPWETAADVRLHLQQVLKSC
IDE act – boosts human insulin-degrading enzyme activity in HEK cells. P14735. FAbeta-B cleavage, fluorescence polarization; 0% vehicle, 100% cell-free pure enzyme wells. activation, % at 5.96 µM. 340,000 compounds, 0.073% hits;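 active = activation above the mean of all tested compounds plus 3 SD, set per screening campaign, cut at about 17% in these data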
NALP1 yeast inh – inhibitors of NALP1 inflammasome in yeast | S. cerevisiae NALP1/ASC/caspase-1 growth, X-gal OD620, 72 h | inhibition, % at 10 µM | 280,000 compounds, 0.61% hits; in the data active = inhibition mostly above about 24%, no sharp cut-off; inactive = mostly below about 32%; note: some compounds called inactive have numbers as strong as hits
IMP-1 inhibitor – inhibitors of Pseudomonas aeruginosa IMP-1 metallo-beta-lactamase; 290,000 compounds, 0.45% hits; inhibition, % at 5.6 µM; AID 1556; purified IMP-1, nitrocefin hydrolysis, epi-absorbance fluorescence;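 active = inhibition above the mean plus 3 SD of all compounds in the same screening run, cut at about 4.5% in these data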;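 note: 0% = IMP-1 with DMSO and 100% = DMSO wells lacking enzyme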
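system = purified recombinant IMP-1 beta-lactamase | amount = 0.2 nM IMP-1, as dispensed | medium = HEPES buffer pH 7.1 with ZnSO4 and Brij 35 | times = 25 °C, 15 min preincubation, 25 min reaction | detection = plate fluorescence quenching by hydrolysis product, ex 480/em 530 nm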
GPR7 antagonist – human neuropeptides B/W receptor 1 antagonism | GPR7-expressing cells, fluorescence antagonist assay | inhibition, % at 4.4 µM | 290,000 compounds, 1.1% hits | AID 1861; in the data active = inhibition above about 16%, passing the limit was not always enough;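 note: cells stimulated with the agonist NPW; 0% = agonist with vehicle and 100% = vehicle without agonist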
Target sequence (P48145 whole entry, looked up): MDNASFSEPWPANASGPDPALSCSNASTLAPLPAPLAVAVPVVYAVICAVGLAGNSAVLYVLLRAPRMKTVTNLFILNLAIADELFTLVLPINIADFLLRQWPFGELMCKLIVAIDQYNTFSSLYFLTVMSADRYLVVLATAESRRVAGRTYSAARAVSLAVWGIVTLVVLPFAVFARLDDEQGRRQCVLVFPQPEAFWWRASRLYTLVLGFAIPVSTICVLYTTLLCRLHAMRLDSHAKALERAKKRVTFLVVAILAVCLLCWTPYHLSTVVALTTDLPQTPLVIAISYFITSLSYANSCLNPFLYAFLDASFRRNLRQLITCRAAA
VIM-2 inh – blocks Pseudomonas aeruginosa VIM-2 metallo-beta-lactamase. 290,000 compounds, 0.89% hits. purified VIM-2, nitrocefin hydrolysis, epi-absorbance fluorescence. inhibition, % at 5.6 µM;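 active = inhibition above the mean of all tested compounds plus 3 SD, cutoff set per screening run, cut at about 7.5% in these data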;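 note: red hydrolysis product quenches plate fluorescence so inhibitors raise well fluorescence; 0% = enzyme with DMSO and 100% = DMSO without enzyme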
PfM18AAP inh – blocks P. falciparum M18 aspartyl aminopeptidase; 290,000 compounds, 1.2% hits; inhibition, % at 7.35 µM; recombinant PfM18AAP, H-Glu-NHMec fluorogenic cleavage;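 active = inhibition above the campaign mean inhibition over all tested compounds plus 3 SD, cut at about 28% in these data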;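 note: 0% = plate median of test compound wells and 100% = 2 mM ZnCl2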
IDE inh – inhibits human insulin-degrading enzyme in HEK cells; P14735; FAbetaB cleavage, fluorescence polarization; inhibition, % at 5.59 µM; 320,000 compounds, 0.41% hits; AID 434962;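 active = percent inhibition above the average of all tested compounds plus 3 SD, set per screening campaign, cut at about 16% in these data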;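 note: IDE supplied by intact live HEK cells; FP after avidin binding of uncleaved biotin substrate so inhibition keeps polarization high; 0% = DMSO wells and 100% = 60 µM reference IDE inhibitor Ii1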
pCIP destab – lowers stability of the mouse p/CIP coactivator protein; AID 1984; F442A p/CIP-EGFP cells, EGFP fluorescence, 16 h; Q05BA5; 290,000 compounds, 0.01% hits; decrease of EGFP signal, % at 10 µM;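 active = EGFP signal decrease of at least 30% at 10 µM or well 3 SD below plate mean, unless failing retest; inactive = the rest, including hits failing retest or dose response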; note: some compounds called inactive have numbers as strong as hits; many of its hits are not listed in these tables
* = called active by the depositor; . = not tested or not shown.

Sample of the layout:
PHOSPHO1 block,IDE act,NALP1 yeast inh,IMP-1 inhibitor,GPR7 antagonist,VIM-2 inh,PfM18AAP inh,IDE inh,pCIP destab,SMILES
12,3,11,-1.3,0,0.7,1,1,5,CCN(CC)CCN(C(=O)C1=COCCO1)c1nc2ccc(C)cc2s1
60*,-11,18,-5.0,-11,-3.7,11,3,-4,S=c1[nH]nc(-c2ccc(Cl)cc2Cl)n1Cc1ccccc1
49,5,20,-3.2,-13,-4.7,4,6,-7,O=C(Cn1cncn1)NCc1cccc(OC(F)F)c1
5,-2,-7,-3.1,-10,-2.7,1,0,-18,CCOC(=O)c1c(-c2ccc(OC)cc2)csc1NC(=O)CNCc1ccco1
42,4,28,-1.5,-9,-1.0,-2,-5,-14,Cc1c(C(=O)N2CCC(C)CC2)oc2ccc3c(c12)C(O)CC1(CCCCC1)O3 (stereo not drawn)

Main list, previewed entries included:
PHOSPHO1 block,IDE act,NALP1 yeast inh,IMP-1 inhibitor,GPR7 antagonist,VIM-2 inh,PfM18AAP inh,IDE inh,pCIP destab,SMILES
12,3,11,-1.3,0,0.7,1,1,5,CCN(CC)CCN(C(=O)C1=COCCO1)c1nc2ccc(C)cc2s1
60*,-11,18,-5.0,-11,-3.7,11,3,-4,S=c1[nH]nc(-c2ccc(Cl)cc2Cl)n1Cc1ccccc1
49,5,20,-3.2,-13,-4.7,4,6,-7,O=C(Cn1cncn1)NCc1cccc(OC(F)F)c1
5,-2,-7,-3.1,-10,-2.7,1,0,-18,CCOC(=O)c1c(-c2ccc(OC)cc2)csc1NC(=O)CNCc1ccco1
42,4,28,-1.5,-9,-1.0,-2,-5,-14,Cc1c(C(=O)N2CCC(C)CC2)oc2ccc3c(c12)C(O)CC1(CCCCC1)O3 (stereo not drawn)
36,-1,11,-1.2,-5,-1.9,-8,-8,-5,CCOC(=O)c1c(SCC(=O)Nc2nc(C)cs2)nc(=O)[nH]c1C
36,2,5,-3.1,-22,-0.6,6,3,-12,Cc1ccnc(NC(=O)c2ccccc2NC(=O)c2ccccc2)c1
38,-1,0,-3.8,-13,-1.1,27,7,-3,O=S(=O)(N/N=C/c1cccnc1)c1ccc(Cl)c(Cl)c1
1,-5,0,-4.3,-8,-2.2,10,1,-24,CCn1c(SCC(=O)N2CCCC2)nc2c1c(=O)n(C)c(=O)n2C
-8,3,-8,-2.0,17,-2.5,-6,2,-1,COc1cccc(CNC(C)C(=O)Nc2ccc3c(c2)OCCO3)c1 (stereo not drawn)
47,2,6,-2.9,-11,-3.0,1,-3,-22,COc1ccc(-c2nn(-c3ccccc3)cc2C(=O)NCC2CCCO2)cc1 (stereo not drawn)
73*,6,11,-5.9,-1,-3.4,-4,-3,13,COc1ccc(NC(=S)NNC(=O)c2ccccc2OC(F)F)cc1
-6,6,2,-3.7,4,-3.3,-2,3,-4,COc1cccc2cc(-c3nnc(-c4ccccc4)o3)c(=O)oc12
-27,3,7,-3.3,-9,1.0,-11,2,-2,CC1CCN(S(=O)(=O)c2cccc(-c3nnc(-c4cccnc4)o3)c2)CC1
16,-1,7,-3.0,-4,-3.2,-1,4,6,Cn1c(NCc2c[nH]c3ccccc23)nc2ccccc21
-4,0,10,-1.8,-11,0.2,-3,1,4,Cc1ccc2c(c1)N(C(=O)CCC(=O)NCCCN(C)Cc1ccccc1)CCO2
14,-3,10,0.8,18,-1.9,-17,-3,9,CC(C)(C)NS(=O)(=O)c1ccc(NC(=S)NC(=O)C2CC2)cc1
-13,-5,.,-3.9,-7,0.8,10,6,4,CCOC(=O)c1ccccc1NC(=O)c1ccc(F)cc1
28,1,13,-1.2,-12,-1.3,-6,-6,-4,C/C(=N\Nc1cccc(C(F)(F)F)c1)c1ccc(O)cc1
9,-4,29,-3.1,2,-1.9,1,5,-6,COC(=O)NNC(=O)COc1ccc2ccccc2c1Br
2,1,10,-2.3,-8,-3.1,2,9,-6,Nc1ccccc1C(=O)N/N=C1\C2CN3CCN(C2)CC1(c1ccccc1)C3
-38,1,15,-5.9,-11,-0.3,-5,2,-16,Cc1ccc(SCCN2C(=O)NC(C)(C)C2=O)cc1
6,-2,-32,-0.8,-1,1.7,10,6,10,CCOc1ccccc1-n1c(SCC(=O)N2CCOCC2)nc2ccccc2c1=O
24,2,5,-0.7,0,1.0,-21,-3,-14,Cc1ccnc(NC(=O)CCC(=O)N(CC(=O)NCc2ccc(F)cc2)Cc2ccco2)c1
42,4,21,-0.5,-4,-1.3,3,-4,-3,CC(=O)c1ccc(-n2c(CCC(=O)O)ccc2-c2ccc(Br)cc2)cc1
-20,11,34,-1.5,-28,-0.9,-3,3,13,CCN(CC)c1c([N+](=O)[O-])c(=O)n(C)c2ccccc12
0,3,6,-4.8,-3,-4.6,-14,-1,4,Cc1nc(-c2ccccc2)nc2[nH]ccc(=O)c12
5,-1,26,-2.7,-8,-1.0,-2,-2,-1,COC(=O)Cc1ccc(N(Cc2ccccc2F)S(=O)(=O)c2ccc(Cl)cc2)cc1
36,6,14,-2.1,-8,-1.9,4,-2,17,CC(NC(=O)C1CC=CCC1C(=O)O)C1CC2CCC1C2 (stereo not drawn)
-4,-2,29,-1.9,-8,1.1,-1,4,2,Cc1ccc(CNC(=O)CCCOc2cc(=O)n(C)c3ccccc23)o1
27,-1,4,-0.4,-14,-2.6,-3,.,-23,COc1ccccc1NC(=O)NCCc1ccccc1
-24,6,11,-3.1,-1,-2.6,-8,-1,0,CCCCC(=O)N/N=C/c1ccc(Sc2cccc3cccnc23)o1
51,3,3,0.0,4,14*,-6,-4,-2,O=C(O)c1cccc2c1C(=O)c1ccccc1-2
12,5,2,-3.3,-13,-3.8,1,1,-4,CC(C)N(Cc1nc(-c2ccc(Cl)cc2)no1)C(=O)C12CC3CC(CC(C3)C1)C2
37,1,16,-6.1,-19,-4.7,3,-3,-4,Cc1nc(N)sc1N=Nc1ccccc1C(F)(F)F
6,3,33,-2.0,1,-0.3,-2,2,-9,COc1cccc(-c2nc(CS(=O)(=O)CC(=O)Nc3cccc(C)c3C)c(C)o2)c1
-14,2,1,-0.2,2,-2.1,6,2,-3,Cc1[nH]c2ccccc2c1C1=NNC(=Nc2ccc(F)cc2)SC1
-28,0,34,-3.4,29*,-1.0,11,-2,-9,CC(=O)Nc1ccc(S(=O)(=O)N2CCc3cc4c(cc3C2)OCCCO4)cc1
-5,-1,-7,-4.1,-3,-5.1,1,-2,-4,Cc1ccc(/C=N/NC(=O)CNC(=O)c2ccc(S(=O)(=O)N(C)C)cc2)o1
-10,5,24,-3.2,1,-3.7,3,0,-5,CCCN1C(=O)C(O)(CC(=O)c2ccc3c(c2)OCCO3)c2ccccc21 (stereo not drawn)
30,4,6,-3.7,15,-3.6,-1,0,-17,Cc1c(Cc2ccccc2)c(=O)oc2cc(OCc3ccc(C(=O)O)cc3)ccc12
26,6,21,-1.8,3,-0.3,2,-3,-5,CSc1ccccc1OCc1cc(C(=O)NCCCc2ccccc2)no1
35,3,29,-1.5,1,-1.1,-3,-1,-6,CCOc1ccccc1C(=O)NCC(=O)NCC1CCCCC1
28,3,19,-2.0,0,-3.1,-5,0,-9,CN1CCN(C(=O)CCNC(=O)Cn2cnc3ccccc3c2=O)CC1
16,-1,7,-1.5,-12,-2.3,87*,.,3,O=C(Nc1cc(Cl)ccc1Cl)Nn1cnnc1
23,3,-6,-2.0,-9,-2.3,3,-1,-6,C=CCN1CC2(c3ccccc3)CN(CC=C)CC(c3ccccc3)(C1)C2=O
44,3,-2,-3.3,-5,-0.7,-7,-2,-3,C=CCn1c(C)cc(C(=O)CN2NS(=O)(=O)c3ccccc3C2=O)c1C
29,1,-2,-1.6,-6,-5.7,2,4,-16,C/C(CCc1ccco1)=N/NC(=O)CCC(=O)Nc1cccc(Cl)c1
15,4,17,-2.7,-12,-3.3,-2,1,-15,Cc1nc(NC(=O)c2cccs2)ccc1Br
3,-2,-5,-1.8,-8,-1.4,-4,2,-5,Cc1ccc(N2CC(C(=O)NC3CCSC3=O)CC2=O)cc1 (stereo not drawn)
20,4,-8,-3.5,2,-1.9,3,-1,7,O=[N+]([O-])c1cnn(-c2nc(-c3cccs3)cc(C(F)(F)F)n2)c1
-16,3,-8,-2.9,-20,-3.1,0,5,-8,Cn1c(SCC(=O)Nc2ccccc2O)nnc1-c1ccco1
2,0,15,-1.8,-12,-2.2,1,2,9,Cc1ccc(C)c(NC(=S)N(Cc2ccc(Cl)cc2)Cc2ccc(C(=O)O)cc2)c1
-20,4,-6,-0.4,-13,-1.4,-10,-3,-5,COc1cc(-n2c(=O)c3ccccc3n(Cc3cccc(F)c3)c2=O)cc(OC)c1OC
14,-1,9,-0.7,-9,3.1,-8,-1,-2,CCOC(=O)N1CCN(C(=O)c2cc3c(-c4cccc(OC)c4)nn(C)c3s2)CC1
19,3,15,0.0,4,0.0,-9,-2,0,CCOc1cccc(CN2CCN(CCCc3ccccc3)C(CCO)C2)c1O (stereo not drawn)

Other records follow:
PHOSPHO1 block,IDE act,NALP1 yeast inh,IMP-1 inhibitor,GPR7 antagonist,VIM-2 inh,PfM18AAP inh,IDE inh,pCIP destab,SMILES
17,10,.,-3.7,-10,-3.2,-5,2,-4,CCCCN(Cc1cc2cc(C)ccc2[nH]c1=O)C(=O)c1ccccn1
3,6,22,-0.4,-6,-0.5,8,0,2,O=S(=O)(NCc1ccccc1)c1cccc2cccnc12
20,3,.,-2.4,-11,-2.5,1,-2,2,O=C(Nc1nc(=O)n(C(=O)c2cccc(C(F)(F)F)c2)s1)c1ccccc1
28,4,26,-2.1,-7,2.9,5,5,5,Cc1nc2ccc(NC(=O)/C=C/C(=O)O)cc2nc1C
24,6,3,-1.0,-5,-0.6,0,2,-198,CN1Cc2c(N3CCOCC3)nc(SCCC#N)c(C#N)c2CC1(C)C
-9,0,19,-0.4,-4,-2.0,7,2,6,CC(C)NC(=S)Nc1ccc2cn[nH]c2c1
5,-4,21,-4.6,-7,-3.1,-14,.,-2,Cc1ccc(C)c(NC(=O)c2cc3ccccc3o2)c1
4,5,2,-2.0,-2,-0.1,0,-4,-9,CC(C)N(C=O)C1(C(=O)NC2CCCCC2)CCCCC1
11,5,15,-2.3,2,-0.8,0,-3,-10,CCN(CC)CCN1C(=O)c2ccccc2NC1c1ccc(C)cc1 (stereo not drawn)
28,-3,4,-4.5,-9,-0.9,5,2,-11,CCc1nccn1CCC(=O)NC1CC(C)(C)Cc2c1cnn2-c1ccc(C)cc1 (stereo not drawn)
-1,8,9,-1.1,6,-1.5,3,4,0,CCN(CC)C(c1ccc(F)cc1)c1nnnn1C1CCCCC1 (stereo not drawn)
23,6,15,-1.2,-4,-1.9,9,-2,-4,COc1ccc(CN=C2Nc3ccccc3CS2)cc1
45,5,8,-2.4,-11,-2.4,8,-4,-9,COc1ccc(NC2CCCN(C(=O)CCCn3cncn3)C2)cc1OC (stereo not drawn)
20,3,-13,-3.0,4,-1.5,2,3,-9,ON=C1/C(=N\O)CC2(C/C1=N/O)OCCO2
-30,-1,-8,-4.4,-17,-2.9,-5,2,-13,CCCC(NS(=O)(=O)c1ccc(Br)cc1)C(=O)O (stereo not drawn)
36,2,6,-1.0,-10,-0.5,2,.,-10,C/C(=N/NS(=O)(=O)c1ccccc1)c1c[nH]c2ccccc12
-1,9,37,-1.6,4,-0.7,-10,.,-5,Cc1ccc(-c2nc3cccnc3s2)cc1NC(=O)C1c2ccccc2Oc2ccccc21
